Screening results: PubChem BioAssay, several laboratories
Hep lipid drop – hepatic lipid droplet formation modulation; AML12 mouse hepatocytes, oleate lipid droplets, BODIPY imaging; inhibition, % at 6.5 µM; actives 0.4% (n = 240,000); AID 1656;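 active = lipid droplet intensity inhibited by at least 50%, with more than 500 cells counted; inconclusive = wells with under 300 cells, treated as cytotoxic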
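material = mouse AML12 hepatocyte cell line, fixed after treatment | also added = 100 µM oleic acid challenge | doses = compound at 6.5 µM only | schedule = overnight exposure | technique = Image-based BODIPY and DAPI two-channel analysis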
Yfh1-off respiration – mitochondrial function rescue without frataxin homolog – Friedreich's ataxia, plus single-dose screen, dose response (AID 1465) | fold induction at 50 µM; hits with a dose series show EC50 in µM | S. cerevisiae Yfh1-off respiration, WST-1 reduction, 72 h; higher fold induction means a stronger effect | actives 0.074% (n = 220,000);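 active = fold induction of absorbance versus untreated yeast above a set limit, then at least 30% activation at any dose in follow-up; inconclusive = repeats straddling the limit, or above it without dose testing; inactive = fold induction below the set limit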;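 note: activators that raise dye reduction in frataxin-depleted yeast; strong numbers were not always called active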
Autophagy mod – modulators of autophagy; MEF GFP-LC3 puncta imaging; test concentration mostly 10 µM; calls only at 10 µM (by protocol); actives 0.98% (n = 190,000);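 active = percentage of spot-positive cells more than 3 SD above its plate mean, without a fluorescence outlier flag or 80% toxicity; inconclusive = no clear call, values can overlap the other calls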;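 note: spot-positive cell cutoff set from DMSO-treated cells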
Dynein transport – blocks dynein driven cargo transport along microtubules; 3617.4 mouse cells, GR-EGFP nuclear translocation imaging; test concentration mostly 20 µM; stimulated with dexamethasone, 1 µM; active compounds read low; z-score, hits read low; actives 0.47% (n = 220,000);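 active = plate z-score of nuclear minus cytoplasmic receptor signal below a set negative limit, without overly bright fluorescence or cell loss, cut at about -3.5 in these data, passing the limit was not always enough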;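 note: z-score of nuclear minus cytoplasmic ring GR-EGFP intensity difference per well; some compounds called inactive have numbers as strong as hits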
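Medium: Induction medium lacking tetracycline, stripped serum | Probe or stimulus: 1.0 µM final dexamethasone stimulus | Schedule: 48 h induction, then 1 h compound, then 30 min agonist, 37 °C | Signal: Automated 10x imaging of fixed Hoechst-stained cells | Evaluation: Per-cell GR-EGFP intensity, nucleus versus surrounding cytoplasmic ring, well-averaged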
Ins promoter up – MIN6 insulin promoter up-regulation | MIN6 insulin promoter-GFP reporter, high-content imaging; active compounds read high | z-score at 5 µM | actives 0.3% (n = 190,000) | AID 1625;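 active = z-score above 3 at 5 µM with at least 500 cells counted in the well; inconclusive = wells under 500 cells, flagged as cytotoxic or low count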
M17LAP inhibition – P. falciparum M17LAP inhibitors, primary screen, biochemical, fluorogenic H-Leu-NHMec substrate, 1536-well (AID 1619); actives 0.38% (n = 220,000); recombinant M17LAP, H-Leu-NHMec fluorogenic kinetic assay; higher % means a stronger effect; inhibition, % at 30 µM, or IC50 in µM where a hit was titrated;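 active = compound inhibiting the enzyme by more than half at any dose during confirmatory dose-response retesting; inconclusive = strong single-dose inhibitors picked by rank but not retested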;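 note: plate controls were full reaction with DMSO carrier for no effect and no enzyme background for full effect; strong numbers were not always called active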
ER stress rescue – rescue of cells from ER stress-induced death, primary screen, 384-well, CSM14.1, thapsigargin, ATP luminescence (AID 1222); CSM14.1 thapsigargin-induced death rescue, ATP luminescence; higher % means a stronger effect; cellular ATP content (survival), % at 20 µM, or EC50 in µM where a hit was titrated; 190,000 tested, under 10 active;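 active = EC50 below 50 µM in the dose-response confirmation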;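 note: death triggered by thapsigargin at about 15 µM added after 2 h compound pretreatment; cell ATP read after overnight thapsigargin exposure of roughly 18 to 22 hours; normalized against plate controls of thapsigargin alone and 5% DMSO vehicle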
MT stabilizer – microtubule stabilization, imaging screen; HeLa tubulin immunostaining HCS, 24 h; share of cells brighter than vehicle mean+2SD; % tubulin-high responders, % at 10 µM; actives 0.83% (n = 200,000); AID 2205;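 active = plate Z-score above 3 for both tubulin-high and condensed-nucleus cell shares, with cell loss under 80%, at 10 µM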;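 note: anti alpha tubulin signal scored within the nucleus-defined area of each cell; some results filed as inactive read as strong as hits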
M1AAP inhibition – P. falciparum M1AAP inhibitors, biochemical, fluorogenic H-Leu-NHMec substrate, 1536-well (AID 1445). recombinant M1AAP, H-Leu-NHMec fluorogenic kinetic assay; higher % means a stronger effect. one-dose inhibition, % at 30 µM; IC50 in µM for titrated hits. actives 0.42% (n = 220,000);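 active = primary inhibition above the hit cutoff, then over 50% inhibition at one or more dose response concentrations, cut at about 23% in these data, passing the limit was not always enough; inconclusive = conflicting primary data, or primary hits not chosen for dose response; inactive = low primary inhibition, or under 50% at every dose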;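 note: plate controls were DMSO full reaction for no effect and no enzyme background for full effect; strong numbers were not always called active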
Dynein transport cytoplasmic EGFP – recorded beside Dynein transport, whose call it bears; z-score; measured here: cytoplasmic GR-EGFP intensity; active compounds read high
Dynein transport nuclear GR-EGFP – second read-out of Dynein transport, no call of its own (marks repeat the call); z-score; measured here: nuclear GR-EGFP intensity;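 lower value marks the stronger effect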
Dynein transport cell count – recorded beside Dynein transport, whose call it bears; z-score; measured here: cell count per field
Ins promoter up cell count – also measured in Ins promoter up; calls as there; cell count; measured here: cytotoxicity, nuclei count;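 total cells summed across four imaged fields per well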
Hep lipid drop cells 6.5 µM – second read-out of Hep lipid drop, no call of its own (marks repeat the call); cell count; measured here: cell count, cytotoxicity flag;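 cells counted across two imaged fields per well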
MT stabilizer Hoechst-high % – also measured in MT stabilizer; calls as there; % Hoechst-high responders; measured here: nuclear condensation Hoechst responders;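 share of cells brighter than vehicle mean plus two SD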
MT stabilizer cytotoxicity % – also measured in MT stabilizer; calls as there; toxicity, %; measured here: cytotoxicity by cell density;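 0% = mean cell density of plate MIN control wells and 100% = no cells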
Autophagy mod cell loss 18 h – also measured in Autophagy mod; calls as there; toxicity, %; measured here: cell loss, nuclei count;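 cell loss after 18 h compound exposure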
Active calls of the source: *; i = inactive; ? = inconclusive; . = not tested or not shown.

SMILES | Hep lipid drop | Hep lipid drop cells 6.5 µM | Yfh1-off respiration | Autophagy mod | Autophagy mod cell loss 18 h | Dynein transport | Dynein transport cytoplasmic EGFP | Dynein transport nuclear GR-EGFP | Dynein transport cell count | Ins promoter up | Ins promoter up cell count | M17LAP inhibition | ER stress rescue | MT stabilizer | MT stabilizer Hoechst-high % | MT stabilizer cytotoxicity % | M1AAP inhibition
CCN(CC)S(=O)(=O)c1cccc(C(=O)N/N=C/c2ccc(OC)c(O)c2)c1 | 2 | 559 | i | i | -18 | 1.5 | -0.17 | 0.64 | -1.3 | . | . | 5% | -3.4% | 6.6 | 2.9 | 10 | 9%
OCCNc1ncnc2c1ncn2Cc1ccccc1 | . | . | i | i | 0 | -0.49 | 0.027 | -0.15 | 0.037 | 0.12 | 1236 | -1% | 2.1% | 4.0 | 3.7 | 7.1 | 2%
COc1ccc(Cl)cc1NC(=S)N1CCN(c2ncccn2)CC1 | 2 | 677 | i | i | -6 | 0.99 | -0.26 | 0.5 | -1.3 | -0.13 | 1636 | 3% | 0.1% | 2.6 | 4.0 | 6.5 | 7%
Cc1c(Cl)cccc1NC(=S)N1CCC(C(N)=O)(N2CCCCC2)CC1 | 11 | 731 | i | i | 19 | -0.16 | -0.097 | 0.98 | -0.11 | 0.31 | 1145 | -9% | -1.4% | 2.5 | 2.1 | 4.6 | 2%
COc1ccccc1N(Cc1cc(=O)[nH]c2ccccc12)C(=O)c1ccccc1 | 1 | 720 | i | . | . | -0.58 | 0.055 | 0.1 | 0.71 | -0.05 | 1124 | 10% | . | . | . | . | 6%
CCC(C)/C(C)=N/NC(=O)CNS(=O)(=O)c1ccc([N+](=O)[O-])cc1 (centres undefined) | -23 | 684 | i | i | 16 | -0.47 | -0.33 | -0.16 | 0.52 | 0.26 | 1314 | 2% | -0.5% | 1.8 | 2.1 | 4.2 | 7%
COC(=O)c1cccc(Cn2c(Cl)c(/C=N/NC(=O)c3ccccc3Cl)sc2=O)c1 | . | . | i | i | 3 | 0.9 | -0.12 | -0.12 | -1.2 | -0.01 | 1156 | 13% | -1.1% | 4.5 | 2.2 | 3.9 | 5%
CCC(C)c1ccccc1NC(=O)c1cccnc1 (centres undefined) | -26 | 582 | i | i | 11 | -0.0098 | -0.22 | -0.18 | 1.7 | 0.03 | 1351 | -5% | . | 3.7 | 2.2 | 5.4 | 7%
O=C(N/N=C/C=C/c1ccccc1)c1cccc(Br)c1 | . | . | i | i | 1 | -0.28 | -0.26 | -0.99 | 0.62 | -0.69 | 1528 | 5% | -0.7% | 2.6 | 1.9 | 1.4 | 0%
COc1ccc(CC2(CO)CCN(Cc3cccnc3)CC2)cc1 | 11 | 734 | i | i | 1 | 0.91 | -0.2 | 0.69 | -0.94 | 1.5 | 1555 | 6% | 1.6% | 1.6 | 1.5 | 1.5 | -6%
COc1ccc(S(=O)(=O)Nc2ccc(CC#N)cc2)cc1 | 6 | 771 | . | i | 29 | 0.34 | -0.24 | 0.09 | 0.065 | -0.71 | 1171 | 4% | -1.3% | 2.8 | 1.5 | 1.9 | 5%
COc1ccc(/C=N/NC(=O)/C(=C/c2ccccc2)CCO)cc1 | 6 | 671 | i | i | 12 | -0.37 | -0.25 | -0.21 | 0.14 | 2 | 1462 | 9% | -0.1% | 3.4 | 1.7 | 7.0 | ?
CCC(=O)Nc1nnc(Cc2ccccc2)s1 | -1 | 840 | i | i | -5 | 0.32 | -0.24 | 0.18 | -0.045 | 2 | 1253 | -10% | -3.2% | 2.1 | 2.0 | 6.6 | -3%
CCOc1cc(/C=N/O)ccc1OCc1ccc(F)cc1 | 8 | 745 | i | i | 5 | 0.31 | -0.23 | 0.23 | 0.45 | -0.27 | 1363 | 19% | 3.0% | 1.7 | 1.9 | 6.4 | 7%
O=S(=O)(Nc1nc2ccccc2nc1Nc1ccc2c(c1)OCCO2)c1cccs1 | . | . | i | i | 16 | 0.34 | -0.12 | 1 | -0.34 | -0.11 | 1116 | 6% | -1.5% | 3.3 | 2.5 | 1.4 | 47%*
CC(CCc1ccccc1)NC(=O)Cc1ccccc1 (centres undefined) | -3 | 655 | i | i | 2 | 0.14 | -0.24 | 0.066 | 0.27 | 0.03 | 1356 | 3% | -2.6% | 2.0 | 2.4 | 3.7 | 0%
Cc1ccc(S(=O)(=O)/N=C(/Nc2ccc3[nH]c(=O)[nH]c3c2)c2ccccc2)cc1 | -5 | 709 | i | i | -4 | -0.1 | -0.34 | -0.12 | 0.58 | -0.13 | 1472 | 8% | 0.4% | 2.2 | 1.0 | 7.6 | 7%
Cc1cccc(C)c1N(CC(=O)Nc1cc(Cl)ccc1Oc1ccccc1)S(C)(=O)=O | 1 | 739 | i | i | -7 | 0.38 | -0.23 | -0.22 | -0.5 | 0.21 | 1887 | -4% | 4.2% | 1.6 | 2.0 | 10 | 0%
CCN(CC)C(=O)CSc1nc(-c2cccs2)cc(-c2cccs2)c1C#N | 2 | 759 | i | i | 26 | 0.17 | -0.18 | 0.52 | 1.1 | . | . | 40% | -1.2% | 2.7 | 2.3 | 6.4 | 5%
O=C(CSc1nc(-c2ccccc2)c(-c2ccccc2)o1)Nc1nncs1 | 3 | 771 | i | i | 24 | -0.084 | 0.62 | 0.41 | -1.7 | 0.48 | 868 | 0% | 3.1% | 2.7 | 1.9 | 11 | 9%
CNS(=O)(=O)c1cccc(C(=O)NCC(c2cccs2)N(C)C)c1 (centres undefined) | . | . | i | i | -50 | -0.24 | -0.16 | -0.2 | -0.13 | 0.18 | 1374 | 5% | -1.1% | 4.0 | 1.5 | 2.0 | -5%
c1cnc2nc(CSc3ncn[nH]3)cn2c1 | 23 | 700 | i | i | 9 | -0.18 | -0.26 | 0.081 | 0.52 | 0.12 | 1238 | -129% | -0.7% | 3.6 | 2.5 | 3.2 | 4%
CCOc1ccc(N2C(=O)CSC23CCCCC3)cc1 | . | . | i | i | -12 | 0.66 | -0.081 | 0.93 | -0.64 | -0.73 | 967 | 8% | -1.7% | 3.3 | 1.5 | 5.3 | 2%
CC(O)Cn1cnc2c1c(=O)n(C)c(=O)n2C (centres undefined) | 24 | 725 | i | i | 2 | -0.79 | -0.24 | 0.14 | 0.66 | . | . | -18% | -2.4% | 1.5 | 0.8 | 1.0 | 2%
O=C(CCc1ccc(S(=O)(=O)NCCc2ccccc2)cc1)NCc1ccco1 | 7 | 758 | i | i | -2 | 1.1 | -0.22 | 1.1 | -1 | . | . | 13% | -1.2% | 3.6 | 2.3 | 3.3 | 9%
Cc1ccccc1C(=O)NC(=S)NC1CCSC1=O (centres undefined) | 4 | 609 | i | i | 8 | -0.39 | -0.22 | -0.62 | 0.44 | 0.96 | 1369 | 6% | -2.3% | 3.2 | 4.4 | 4.5 | 6%
Cc1ccc(C(=O)NNC(=O)CSc2n[nH]c(-c3cccnc3)n2)cc1 | -45 | 697 | i | i | 6 | -1.5 | -0.22 | -0.74 | -0.17 | 0.05 | 895 | 20% | -1.2% | 2.4 | 2.4 | 8.6 | 8%
Cc1cccc(-c2nc(Nc3ccc(N4CCOCC4)cc3)c3ccccc3n2)c1 | -2 | 599 | i | i | 4 | -0.54 | -0.29 | -0.53 | 0.75 | -0.65 | 1053 | -15% | 0.6% | 2.1 | 3.1 | 9.1 | 10%
COc1cccc(NC(=O)C2CC(=O)N=C(N)S2)c1 (centres undefined) | -4 | 795 | i | i | 2 | 0.33 | 0.043 | 0.33 | -0.96 | -0.13 | 1217 | -2% | -1.4% | 3.2 | 2.9 | 6.5 | -1%
COc1ccc(CNC(=O)C2CC(=O)N(c3ccc(OCC(=O)N4CCCCC4)cc3)C2)cc1 (centres undefined) | 8 | 837 | i | i | 4 | 0.82 | -0.21 | 0.57 | -0.68 | 1.1 | 1187 | 13% | 3.6% | 4.0 | 1.7 | 2.4 | 1%
CCNC(=O)c1ccc(C2SCC(=O)N2CCc2ccccc2)cc1 (centres undefined) | -18 | 647 | i | i | -5 | -0.1 | -0.28 | 0.053 | -0.09 | -0.15 | 1102 | -11% | -0.7% | 2.2 | 4.0 | 1.0 | -5%

Reprinted from the entries so far for reference:
SMILES | Hep lipid drop | Hep lipid drop cells 6.5 µM | Yfh1-off respiration | Autophagy mod | Autophagy mod cell loss 18 h | Dynein transport | Dynein transport cytoplasmic EGFP | Dynein transport nuclear GR-EGFP | Dynein transport cell count | Ins promoter up | Ins promoter up cell count | M17LAP inhibition | ER stress rescue | MT stabilizer | MT stabilizer Hoechst-high % | MT stabilizer cytotoxicity % | M1AAP inhibition
COc1ccc(CNC(=O)C2CC(=O)N(c3ccc(OCC(=O)N4CCCCC4)cc3)C2)cc1 (centres undefined) | 8 | 837 | i | i | 4 | 0.82 | -0.21 | 0.57 | -0.68 | 1.1 | 1187 | 13% | 3.6% | 4.0 | 1.7 | 2.4 | 1%
CCNC(=O)c1ccc(C2SCC(=O)N2CCc2ccccc2)cc1 (centres undefined) | -18 | 647 | i | i | -5 | -0.1 | -0.28 | 0.053 | -0.09 | -0.15 | 1102 | -11% | -0.7% | 2.2 | 4.0 | 1.0 | -5%
